Assay outcomes (PubChem)
TRHR enhancer – TRH receptor (human) allosteric enhancement; TRHR cells, fluo-8 calcium fluorescence, EC20 TRH enhancement; enhancement, % at 2 µM; actives 0.66% (n = 360,000); in the data active means enhancement above about 30%; further: 0% is about no effect
Target sequence (P34981 whole entry, looked up): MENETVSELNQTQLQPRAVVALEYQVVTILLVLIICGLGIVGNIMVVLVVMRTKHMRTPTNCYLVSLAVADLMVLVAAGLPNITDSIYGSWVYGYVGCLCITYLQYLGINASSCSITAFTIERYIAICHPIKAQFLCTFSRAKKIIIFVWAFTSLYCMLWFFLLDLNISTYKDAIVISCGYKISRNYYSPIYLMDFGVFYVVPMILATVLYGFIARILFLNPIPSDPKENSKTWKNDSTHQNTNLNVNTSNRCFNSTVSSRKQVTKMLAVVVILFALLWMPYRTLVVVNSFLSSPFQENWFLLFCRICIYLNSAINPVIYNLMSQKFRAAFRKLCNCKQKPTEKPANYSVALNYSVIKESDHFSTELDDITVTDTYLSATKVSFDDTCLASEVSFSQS
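Enhancer read-out: after compound pinning and an initial kinetic agonist-mode read, an EC20 of TRH (10 nM final) was injected and fluo-8 calcium signal (Ex 480/Em 530) followed at 1 s/cycle for 100 cycles in TRHR-expressing cells.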
D1 antag – human D1 dopamine receptor antagonism; P21728; HEK293 TREx D1 cells, calcium flux, dopamine EC80; active compounds read low; activity change, negative = inhibition, % at 10 µM; actives 3.2% (n = 360,000); AID 504652; in the data active means activity change below about -30%; further: on the % scale 0 is the no-effect control and ±100 the full control effect
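Using tetracycline-induced force-coupled D1 Hek293 cells and a calcium dye, signals were followed for 180 s after compound, then for 180 s after EC80 dopamine, to detect inhibitors.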
RXFP1 antagonist – RXFP1 (human) relaxin receptor antagonism. AID 1259400. Q9HBX9. actives 0.59% (n = 350,000). HEK293-RXFP1, relaxin-stimulated cAMP HTRF, 30 min; active compounds read low. activity change, negative = inhibition, % at 57.5 µM;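 active means activity change of -60% or lower, but not beyond a set lower limit; inconclusive means change between -60% and -40%, or beyond the set limit; inactive means change above -40%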; further: on the % scale 0 is the no-effect control and ±100 the full control effect
D1 agonist – activates the human D1 dopamine receptor | HEK293 T-REx D1 cells, calcium flux, agonist mode | activation, % at 2 µM | actives 1% (n = 360,000); in the data active means activation above about 30%; further: 0% is about no effect
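Agonism was scored from calcium flux recorded over 180 s (1 read/s) after pintool compound addition, following a 10-cycle baseline. Cells were inducible force-coupled HEK293 TREx D1, plated overnight at 30 C and loaded with no-wash calcium dye.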
D1 PAM – potentiators of human D1 dopamine receptor; potentiation, % at 10 µM; P21728; HEK293 TREx D1 cells, calcium flux, dopamine EC20 potentiation; actives 0.036% (n = 360,000); AID 504651; in the data active means potentiation above about 30%; further: 0% is about no effect
TRHR ag – agonists of human TRH receptor. P34981. TRHR cells, calcium flux fluo-8, FDSS agonist mode. AID 493084. activation, % at 2 µM. actives 0.18% (n = 360,000); in the data active means activation above about 30%; further: 0% is about no effect
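Read-out: compound-evoked intracellular calcium rise in TRHR cells, fluo-8 dye, kinetic FDSS fluorescence at 1 s/cycle following a 10-cycle baseline. Cells cultured overnight before dye loading (30 min–1.5 h, RT).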
D2 potentiator – positive allosteric modulators of human D2 dopamine receptor; actives 0.34% (n = 340,000); potentiation, % at 10 µM; P14416; HEK293 T-REx D2, calcium flux, EC20 dopamine potentiation;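 active means potentiation over 3 SD above the plate norm, cut at about 30% in these data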; further: 0% is about no effect
Target sequence (P14416 whole entry, looked up): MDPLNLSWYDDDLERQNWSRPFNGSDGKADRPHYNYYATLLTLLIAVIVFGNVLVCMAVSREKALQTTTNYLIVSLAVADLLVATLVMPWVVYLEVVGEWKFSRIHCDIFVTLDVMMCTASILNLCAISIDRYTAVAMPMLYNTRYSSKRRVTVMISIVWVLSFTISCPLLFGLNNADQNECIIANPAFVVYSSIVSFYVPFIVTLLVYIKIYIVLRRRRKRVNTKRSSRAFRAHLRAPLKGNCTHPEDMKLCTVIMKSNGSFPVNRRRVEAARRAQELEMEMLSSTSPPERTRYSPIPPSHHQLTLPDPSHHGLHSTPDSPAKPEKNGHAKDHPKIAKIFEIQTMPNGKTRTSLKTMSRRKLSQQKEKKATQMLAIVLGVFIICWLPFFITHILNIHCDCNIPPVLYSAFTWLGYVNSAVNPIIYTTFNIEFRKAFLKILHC
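Tetracycline-induced Hek293 Trex D2 cells, force-coupled to calcium, loaded with no-wash calcium dye. Compound added with 180 s kinetic read for agonism, then EC20 dopamine and a further 180 s read for potentiation.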
Anesthetic bind – candidate novel general anesthetic via apoferritin binding; P02791; apoferritin/1-aminoanthracene competitive binding, fluorescence; Potency, µM (titrated, usually from 77.5 µM), for the others: top-dose activity change, negative = displacement, usual class: inhibitors; actives 0.074% (n = 350,000); AID 485281; further: potency means the concentration at half of the fitted maximal effect; on the % scale 0 is the no-effect control and ±100 the full control effect; nearly all actives have a fitted effect of over 20% in size
Target sequence (P02791 2-175 limits assumed): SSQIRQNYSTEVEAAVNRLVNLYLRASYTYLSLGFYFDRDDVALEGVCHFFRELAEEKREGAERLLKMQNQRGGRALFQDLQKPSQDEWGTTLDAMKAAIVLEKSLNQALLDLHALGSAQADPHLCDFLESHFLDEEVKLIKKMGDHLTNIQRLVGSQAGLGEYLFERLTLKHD
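In PBS, apoferritin at 10 uM is loaded with 1-AMA from a 50% saturated solution. After 10 min of compound exposure at ambient temperature, reduced 535 nm fluorescence indicates probe displacement.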
RXFP1 agonist – activates the human relaxin receptor RXFP1 | Q9HBX9 | AID 2676 | actives 0.3% (n = 370,000) | Potency, µM (series often up to 57.5 µM), without a hit: at the highest dose activation, hits mostly activators | HEK293T-RXFP1 cAMP TR-FRET, 30 min; response scale: percent of porcine relaxin response, buffer zero; further: potency means the concentration at half of the fitted maximal effect; on the % scale 0 is the no-effect control and ±100 the full control effect; nearly all actives have a fitted effect of over 60% in size; many of its hits are not listed in these tables
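cAMP rise read by TR-FRET after 30 min, 37C compound exposure (up to 58 uM) in RXFP1-transfected HEK293 cells with Ro 20174 present. EC50 from Hill-equation fits, with 29 nM porcine relaxin as 100% and buffer as basal.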
* hit, by the source's call; ? = inconclusive; nt = no result given; & = joins results of further samples; [ ] = remark or other dose. Unless noted, the call rests on the fitted dose curve; in most records, active means well fitted curve in the direction sought with a large enough effect; inconclusive means small, poorly fitted or top-dose-only effect, or another doubt; inactive means no such curve, though single readings can be large; an effect the other way counts as inactive or inconclusive.

Sequence of screens: TRHR enhancer | D1 antag | RXFP1 antagonist | D1 agonist | D1 PAM | TRHR ag | D2 potentiator | Anesthetic bind | RXFP1 agonist
[1] O=C(COc1ccc(Br)cc1)NCCN1CCCC1
 : 30* | 9 | 5 | 0 | -7 | 0.4 | -15 | -10% | -0.1%
[2] CC(/C=N\N1CCN(Cc2ccc(C)cc2)CC1)=C\c1ccccc1
 : 0 | 8 | -33 | 7 | 1 | 1.0 | -5 | -5% | -1.1%
[3] NS(=O)(=O)c1ccc(NC(=O)COc2ncnc3c2cnn3-c2ccccc2)cc1
 : -6 | 9 | -1 | 3 | -1 | -0.1 | 5 | -9% | 2.4%
[4] CCc1ccccc1NC(=O)Cn1nnc(C(=O)NCc2ccccc2Cl)c1N
 : 8 | -24 | 6 | 8 | 2 | 0.9 | -8 | -4% | -1.8%
[5] CCCC[C@H]1COCCS(=O)(=O)N1Cc1ccc(Br)cc1
 : -12 | 12 | nt | 1 | -10 | -0.9 | 5 | -6% | 1.4%
[6] COc1ccc(CCC(=O)Nc2ncc(C)s2)cc1
 : 4 | -16 | -4 | 2 | -1 | -0.5 | 11 | 4% | 0.8%
[7] CCN(CC)S(=O)(=O)c1ccc(F)c(C(=O)NCCC(C)C)c1
 : -1 | 0 | 5 | 0 | -5 | 0.1 | -2 | 4% | 1.8%
[8] CC(=O)Nc1ccc(OC(=O)c2cccs2)cc1
 : -4 | -6 | -4 | 14 | -3 | -0.1 | 14 | -8% | 1.9%
[9] O=C(Nc1cc(S(=O)(=O)N2CCCCC2)ccc1N1CCOCC1)c1ccc(C(F)(F)F)cc1
 : 11 | 81 | -19 | 14 | nt | 0.2 | -2 | nt | 3.3%
[10] O=C(CNCc1ccc(F)cc1)Nc1ccc(S(=O)(=O)N2CCOCC2)cc1
 : -12 | 2 | -2 | 5 | -1 | 0.6 | -4 | ? | 0.2%
[11] O=C(CS(=O)(=O)c1cn(CC(=O)N2CCOCC2)c2ccccc12)Nc1ccccc1
 : 2 | 9 | -1 | 2 | -2 | 0.1 | 8 | -3% | 0.2%
[12] CN(C)/N=C/c1ccc(OC(=O)c2cccc([N+](=O)[O-])c2)cc1
 : -10 | -11 | -21 | 1 | -3 | 0.6 | 5 | -5% | -2.6%
[13] COCCNC(=O)CN1CCN(C(c2ccccc2)c2ccccc2)CC1
 : -1 | 4 | -18 | 3 | -3 | -2.3 | nt | 2% | -1.5%
[14] COC(=O)c1sc(NC(=O)C(C)c2ccccc2)nc1C (stereo not given)
 : 2 | -4 | 1 | 7 | 4 | -1.2 | -11 | -11% | 0.0%
[15] O=S(=O)(c1cccc(F)c1)N1CCCN(c2ccc(C(F)(F)F)cn2)CC1
 : -4 | 2 | 11 | 8 | 0 | -0.2 | 2 | -14% | -0.5%
[16] N#C/C(=C/c1cccn1-c1cccc(C(=O)O)c1)c1ccc(F)cc1
 : 5 | 0 | -8 | 0 | 4 | 0.0 | 2 | -15% | 3.3%
[17] CCOC(=O)C1CCN(C(=O)C2CCCN(S(=O)(=O)c3ccc(OCC)c(Cl)c3)C2)CC1 (stereo not given)
 : -1 | -17 | -5 | 21 | -4 | -0.2 | 2 | nt | 0.2%
[18] CCc1ccc(CNCCSc2nnnn2C)cc1
 : -14 | 16 | 9 | 3 | -3 | -0.8 | -1 | -10% | -0.9%
[19] COc1ccc(CNc2nc(NCc3ccc(OC)c(OC)c3)n(C(=O)c3cccs3)n2)cc1OC
 : 4 | 2 | -19 | 3 | 2 | 0.6 | 0 | 46%[activator] | 2.9%
[20] Cc1cccc(NC(=O)Cn2c(=O)n(CCCCCC(=O)NCc3ccc4c(c3)OCO4)c(=O)c3sccc32)c1
 : -1 | 0 | 0 | 23 | 3 | -0.3 | -6 | -5% | 0.1%
[21] CCOC(=O)c1ccc(NC(=O)CN2C(=O)C(=O)N(CC(C)C)C2=O)cc1
 : 0 | -17 | 5 | 3 | -1 | 0.6 | 11 | -21% | 0.2%
[22] O=C(Cn1c(=O)oc2cc(S(=O)(=O)N3CCCC3)ccc21)N1CCN(C2CCCCC2)CC1
 : -1 | -10 | nt | 0 | -4 | -0.2 | 4 | 0% | 0.4%
[23] CN1CCN(S(=O)(=O)c2ccc(N(C)Cc3cccc(F)c3)nc2)CC1
 : -2 | -11 | -13 | 4 | -8 | -0.4 | 7 | nt | -0.4%
[24] COC(=O)c1ccc2c(c1)N(Cc1ccccc1)C(=O)c1ccccc1S2(=O)=O
 : 1 | 11 | -12 | -2 | 1 | -0.6 | -1 | -22% | 0.2%
[25] CN1CCN(/C=N/c2sc3c(c2C#N)CCCCC3)CC1
 : 1 | -1 | -19 | 5 | -5 | -0.9 | 1 | -19% | 0.9%
[26] COc1cccc(C2CC(c3ccc(C)cc3)Nc3nc(N)nn32)c1 (stereo not given)
 : -3 | 8 | -15 | 2 | -10 | 1.2 | 6 | 3% | -0.1%
[27] C#CCOCCOCCOCCNc1nc(N2CCN(C(=O)[C@H]([C@@H](C)CC)n3cc([C@@H](N)CO)nn3)CC2)nc(N2CCN(C(=O)[C@H]([C@@H](C)CC)n3cc([C@@H](N)CC(C)C)nn3)CC2)n1
 : 23 | -8 | nt | -5 | -6 | 0.4 | -2 | -5% | 3.2%
[28] Cc1ccc2oc(-c3cccc(NC(=O)Cc4ccc(Cl)cc4)c3)nc2c1
 : -3 | -10 | nt | -2 | -1 | -1.6 | -6 | -1% | 1.3%
[29] COc1ccc(C(=O)Nc2cccc(-c3cnc4ccccc4n3)c2)cc1
 : 9 | 12 | 13 | -1 | 0 | 0.2 | 6 | -19% | 0.7%
[30] CCOC(=O)c1c(NC(=O)CSc2cn(CCNC(=O)c3c(F)cccc3F)c3ccccc23)sc2c1CCC2
 : -7 | 7 | nt | -1 | -4 | 0.7 | -2 | -12% | 0.7%
[31] CC1CCCCN1C(=O)c1ccc(C(=O)Nc2ccc(F)cc2)cc1 (stereo not given)
 : 7 | 21 | nt | 0 | 2 | -0.7 | 0 | nt | -0.8%
[32] CCCSc1ccc([C@@H]2[C@@H]3C(=O)N(C)C(=O)[C@@H]3[C@]3(C(=O)OC)CCCCN23)cc1OC
 : -3 | -9 | nt | 1 | 8 | 0.2 | 4 | nt | 1.0%
[33] CNC(=O)CN(c1ccc2c(c1)OCCO2)S(C)(=O)=O
 : 4 | 2 | 1 | -1 | -7 | 0.6 | 8 | -4% | -0.2%
[34] CC(C)C(C(=O)OCC(=O)c1cccc([N+](=O)[O-])c1)N1C(=O)[C@@H]2[C@H]3CC[C@H](C3)[C@@H]2C1=O (stereo not given in full)
 : -4 | -33* | -3 | 2 | 2 | 0.1 | -4 | -12% | -0.8%
[35] COc1cccc(CNC(=O)COC(=O)c2c(C)nn(-c3ccccc3)c2Cl)c1
 : 5 | -5 | 8 | 4 | nt | 0.9 | 9 | nt | -0.9%
[36] CC(CC(=O)NNC(=O)c1ccncc1)c1ccccc1 (stereo not given)
 : -2 | 3 | 25 | 4 | 23 | -0.9 | 4 | nt | -0.5%
[37] Cc1ccc(-n2ncc3c2ncn2c(-c4ccncc4)nnc32)cc1
 : 12 | -6 | nt | 3 | 4 | 0.3 | -8 | -9% | 0.9%
[38] O=C(Oc1c(CN2CCOCC2)cc(Cl)c2cccnc12)c1ccc(F)cc1
 : 0 | 3 | -4 | 0 | -4 | -0.9 | 0 | -18% | 2.7%
[39] CC(C)CC(=O)Nc1ccc(C(=O)CN2C(=O)NC3(CCOc4ccccc43)C2=O)cc1 (stereo not given)
 : 5 | -1 | -5 | 5 | 3 | 1.8 | 33* | nt | -0.8%
[40] CS(=O)(=O)N(CC(=O)Nc1ccccc1C(=O)NCc1ccco1)c1ccc2c(c1)OCCO2
 : -4 | -1 | 11 | 3 | -4 | -0.1 | -6 | -19% | -0.4%
[41] O=C(CCCOc1ccccc1)Nc1ccccc1C(F)(F)F
 : 6 | -3 | 14 | 4 | -3 | -0.4 | 10 | -10% | 0.2%
[42] NC(=O)[C@H]1CC2(CC(c3cccc(NC(=O)COc4ccc(Cl)cc4)c3)=NO2)CN1C(=O)[C@H]1CCC(=O)N1 (stereo not given in full)
 : 4 | -26 | nt | 1 | -3 | 0.0 | nt | -2% | 1.1%
[43] COc1ccc(N(CC(=O)Nc2ccccc2C(=O)NCC(C)C)S(C)(=O)=O)cc1
 : -5 | -15 | 34 | 2 | -1 | -0.1 | 11 | -12% | 0.0%
[44] COC(=O)C1=C(NC(=O)C(C)(C)C)CCS1
 : -4 | 6 | -15 | 0 | 2 | 0.8 | 4 | -17% | 0.7%
[45] COc1cc(C(=O)N(C)CC(=O)Nc2cccc(F)c2)ccc1OCc1ccccc1
 : -3 | 0 | -17 | 1 | 0 | 0.0 | 1 | nt | 0.2%
[46] O=C(CNS(=O)(=O)c1cccs1)N1CCN(c2ccccc2F)CC1
 : 3&0 | -12&6 | 1 | 4&0 | -1&0 | 0.5&-0.4 | 2&-1 | -4%&-5% | 4.1%&-0.7%
[47] Fc1ccc(-c2noc3ncnc(Nc4ccc(F)cc4F)c23)cc1
 : -8 | 6 | -27 | 1 | -3 | -0.8 | -1 | -41% | 2.4%
[48] CCCN(C(=O)Cn1ncc2c([nH]c3ccccc32)c1=O)c1ccc(F)cc1
 : -9 | 5 | -4 | 0 | 7 | 0.3 | -13 | -7% | -1.3%
[49] COc1ccc2cc3c(N)nn(C(=O)Cc4ccc(Cl)cc4)c3nc2c1
 : 2 | 4 | nt | 0 | -1 | -0.5 | -3 | -6% | 0.0%
[50] CCOc1c2ccc(C(=O)NCCc3ccc(C)cc3)cc2nn1CC
 : 5 | -5 | nt | 0 | -1 | -0.3 | -4 | -7% | 3.0%
[51] Cc1ccc(Nc2ncnc3ccccc23)cc1
 : 1 | 2 | -9 | 1 | 0 | -0.3 | 5 | -8% | -1.1%
[52] CC(CCC(=O)O)C1CC[C@H]2C3CCC4CC(=O)CCC4(C)[C@H]3CC(=O)C12C (stereo not given in full)
 : -5 | -4 | 2 | 2 | -3 | 1.0 | nt | 10% | -2.9%
[53] Nc1c(C(=O)N/N=C/c2ccccc2)cnn1-c1ccccc1
 : -1 | -11 | -1 | 1 | 7 | -0.4 | -8 | -8% | 1.9%
[54] CC1(C)Oc2ccc(C(=O)N3CCCC3)cc2N(CC(=O)NCc2ccccc2)C1=O
 : -5 | -3 | 7 | 2 | -2 | -0.7 | -6 | -10% | -0.3%
[55] COc1ccc(CCNC(=O)c2ccc(-c3ccc([N+](=O)[O-])cc3Cl)o2)cc1
 : 6 | 12 | -10 | 3 | -1 | 0.7 | -7 | -10% | 1.3%

Only part of the results is shown; rates above refer to the full screens.
